Source: PubChem (National Center for Advancing Translational Sciences (NCATS))
KDM5B inh – inhibitors of human KDM5B histone demethylase. Q9UGL1. KDM5B demethylase, FDH-coupled NADH fluorescence (FDH is formaldehyde dehydrogenase). Potency, µM (doses to about 57.7 µM), without a hit: at the highest dose activity change, negative = inhibition, actives largely listed as inhibitors. 2.6% of 220,000 active. AID 1347165; active = well fitted inhibition curve with a large enough effect; inconclusive = small, poorly fitted or top-dose-only effect; inactive = no such curve, though single readings can be large or run the other way; also: 0% is about no effect; nearly all actives have a fitted effect of over 70% in size
Target sequence (Q9UGL1 whole entry, looked up): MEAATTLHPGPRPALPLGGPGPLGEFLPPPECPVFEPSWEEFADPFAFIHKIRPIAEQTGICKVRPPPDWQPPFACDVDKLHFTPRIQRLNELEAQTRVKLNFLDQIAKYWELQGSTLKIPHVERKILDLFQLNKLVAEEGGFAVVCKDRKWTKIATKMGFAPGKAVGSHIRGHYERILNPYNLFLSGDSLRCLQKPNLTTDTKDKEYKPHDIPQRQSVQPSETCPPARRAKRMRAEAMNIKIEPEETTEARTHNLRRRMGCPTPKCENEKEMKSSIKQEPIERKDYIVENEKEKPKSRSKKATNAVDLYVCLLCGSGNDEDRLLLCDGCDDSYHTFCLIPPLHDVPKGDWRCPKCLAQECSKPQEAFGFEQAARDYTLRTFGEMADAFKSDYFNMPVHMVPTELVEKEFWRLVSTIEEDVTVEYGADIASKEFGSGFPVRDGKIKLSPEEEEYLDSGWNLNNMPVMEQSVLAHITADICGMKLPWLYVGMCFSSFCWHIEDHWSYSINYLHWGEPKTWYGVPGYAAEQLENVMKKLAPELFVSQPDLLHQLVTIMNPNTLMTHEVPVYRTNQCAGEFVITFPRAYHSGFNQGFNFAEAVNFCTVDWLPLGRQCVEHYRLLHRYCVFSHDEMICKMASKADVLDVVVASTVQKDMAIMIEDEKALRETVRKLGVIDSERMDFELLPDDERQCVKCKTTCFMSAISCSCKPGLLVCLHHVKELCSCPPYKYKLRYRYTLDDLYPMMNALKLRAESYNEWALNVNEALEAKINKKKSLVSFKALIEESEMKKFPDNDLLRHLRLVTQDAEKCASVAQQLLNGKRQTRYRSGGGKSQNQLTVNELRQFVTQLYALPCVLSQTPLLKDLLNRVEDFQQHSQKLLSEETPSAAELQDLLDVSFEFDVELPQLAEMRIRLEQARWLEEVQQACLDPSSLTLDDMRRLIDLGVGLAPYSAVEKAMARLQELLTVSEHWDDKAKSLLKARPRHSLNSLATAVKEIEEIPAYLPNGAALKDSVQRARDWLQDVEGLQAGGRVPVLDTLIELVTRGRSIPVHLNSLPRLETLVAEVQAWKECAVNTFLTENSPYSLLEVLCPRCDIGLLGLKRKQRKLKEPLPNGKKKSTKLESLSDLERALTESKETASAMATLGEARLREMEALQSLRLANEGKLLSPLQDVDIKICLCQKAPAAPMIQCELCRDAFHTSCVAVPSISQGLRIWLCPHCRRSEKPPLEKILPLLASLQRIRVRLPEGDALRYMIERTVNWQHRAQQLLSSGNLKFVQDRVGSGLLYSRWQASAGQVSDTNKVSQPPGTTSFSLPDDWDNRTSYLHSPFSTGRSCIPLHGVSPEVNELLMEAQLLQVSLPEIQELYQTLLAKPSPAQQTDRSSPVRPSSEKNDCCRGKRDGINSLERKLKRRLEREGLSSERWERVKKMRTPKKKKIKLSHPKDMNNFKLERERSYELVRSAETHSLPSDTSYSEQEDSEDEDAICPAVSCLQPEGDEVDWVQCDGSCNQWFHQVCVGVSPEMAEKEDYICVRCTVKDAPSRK
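Here, H3K4me3 peptide (12.5 µM in substrate mix) is demethylated by KDM5BΔAP, 200 nM final, after 10 min compound exposure. Formaldehyde product is coupled through FDH (0.25 U/mL in mix) to NADH fluorescence; 30-min ΔRFU feeds dose-response curves.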
An asterisk follows results filed as active; i = inactive; ? = inconclusive; & = joins results of further samples; [ ] = remark or other dose. Potency is read from the fitted curve at half-maximal effect.

#	smiles	KDM5B inh
1	O=S(=O)(c1cccc(Cl)c1)c1nnn2c1nc(NC1CCCCCC1)c1sccc12	20.5%
2	Cc1cc(OCC(=O)Nc2ccc(C(=O)OC3CCCCC3)cc2)cc(C)c1Cl	-3.3%
3	CSCCCNC(=S)NNC(N)=O	27.9%
4	Cc1ccccc1CN1c2ccccc2-c2nc(SCC(=O)NCCc3ccccc3)ncc2S1(=O)=O	?
5	COc1cccc2cc(C(=O)NCCc3c[nH]c4ccccc34)c(=O)oc12	-8.9%
6	CCC(=O)N1CCc2c(C(=O)Nc3ccc(N4CCOCC4)cc3)cccc21	-14.6%
7	CCCNC(=O)COC(=O)/C=C/c1cccc2cccnc12	-8.0%
8	Cn1c(C(=O)NC(C)(C)C)cc2c1CCN(Cc1ccc(F)cc1)C2	?
9	O=C(Cn1cc(C(F)(F)F)ccc1=O)NCc1ccc(F)cc1	-2.4%
10	COC[C@@H]1CN(C(=O)CN2CCCC2=O)C[C@H]1c1ccncc1	-2.4%
11	COc1ccc(-c2nc(C3CC3)nc3c2CCN(CC2CC2)CC3)cc1	?
12	CCOC(=O)C1=C(CN(CCOC)Cc2cccs2)NC(=O)NC1c1ccc(Cl)cc1 (stereo not given)	-5.7%
13	CCCCCCCc1ccc(-c2ccc(OC(F)F)cc2)nc1	0.9%
14	N#Cc1ccc(CN2CCc3ncc(C(=O)NCCOc4ccccc4)n3CC2)cc1	2.0%[86.2 µM]
15	O=C(CNC(=O)c1ccc(Cl)cc1)OCCN1C(=O)c2ccccc2C1=O	10.6%
16	Cc1ccccc1CC(=O)Nc1ccc(S(=O)(=O)N2CCN(C)CC2)cc1	?
17	COc1cc2c(=O)c(C(=O)c3ccc(C)c(C)c3)cn(Cc3ccccc3)c2cc1OC	-3.4%
18	O=C(CN1C(=O)c2ccccc2S1(=O)=O)c1ccc(F)c(F)c1	-38.9%&-7.2%
19	CCOC(=O)c1cccc(NC(=O)C(C)n2c(C)c3cnn(-c4ccccc4)c(=O)c3c2C)c1 (stereo not given)	-40.5%
20	Cc1ccc(-c2noc(CNC(N)=O)n2)nn1	1.5%
21	O=C(c1cn(CCOc2ccccc2Cl)c2ccccc12)C(F)(F)F	-11.9%
22	COc1ccc(C(O)Cn2ccsc2=NC(C)=O)cc1 (stereo not given)	-82.7%
23	COc1ccc([C@@H](NC(=O)c2ccn[nH]2)C2CC(O)C2)cn1 (stereo not given in full)	0.9%
24	COc1ccccc1CN1CCCn2nc(C)c(-c3ccccc3[S+](C)(=O)[O-])c21	-19.9%[86.2 µM]
25	O=C(Nc1ccc2c(c1)OCCO2)c1cn(-c2ccc(F)cc2)nn1	-14.6%
26	N#CCCCN1CCN(C(=O)c2cc3ccccc3[nH]2)CC1	17.1%
27	Cc1cccc(OCCCC(=O)Nc2ccc3c(C)cc(=O)oc3c2)c1	?
28	NC1CCc2nn(CC(=O)NCc3ccc4c(c3)OCO4)c(=O)n2CC1 (stereo not given)	10µM*
29	Cc1ccc(NC(=O)C(NS(=O)(=O)c2ccc3c(c2)CCC(=O)N3)c2ccccc2)cc1C (stereo not given)	?
30	O=C(O)CC(c1ccc(F)cc1)c1ccc(Cl)cc1 (stereo not given)	17.3%
31	Cc1nn(C)c(C)c1C(=O)N1C[C@@H](CO)[C@H](c2ccccn2)C1	4.3%
32	CCCCCCCOc1ccc(/C=C(\C#N)C(=O)c2ccccc2)cc1	23.9%
33	CCN1c2cc(C(=O)Nc3ccc(F)c(Cl)c3)ccc2C(=O)N2CCCC21 (stereo not given)	?
34	O=C(Nc1ccccc1F)N1CC2CCC(C1)N2Cc1ccc(-c2ccsc2)cc1	-7.5%[115 µM]
35	CCOc1ccc(NC(=O)COc2cccc(-c3nnc4n3CCCC4)c2)cc1	-10.4%
36	COc1ccc(-c2cc(C(=O)O)c3cc(C)ccc3n2)cc1	i
37	CCC(C)(C(=O)NC1CCCCC1)N(Cc1ccco1)C(=O)CNC(=O)c1ccccc1 (stereo not given)	21.9%
38	COCC(=O)NC[C@H]1CCN(Cc2ccc(Cl)cc2)C[C@H]1N(C)C	-24.5%
39	COc1ccc(NC(=O)C2COC3(CCN(C(=O)c4ccco4)CC3)N2C(=O)c2ccccc2)cc1 (stereo not given)	5.8%
40	CCOC(=O)C(=O)CC(=O)c1cc(Cl)ccc1Cl	-6.5%
41	COc1cccc(C(=O)N2CCC3(CC2)NC(=O)N(Cc2ccc(F)cc2)C3=O)c1	1.2%
42	O=C(NCc1ccncc1)C1CCN(C(=O)c2ncn3c2COC(c2ccccc2)C3)CC1 (stereo not given)	9.4%
43	Fc1ccc(CSc2ccc3ccccc3n2)cc1	-10.9%
44	COc1cccc(NC(=O)CSc2nc(C)c(Cc3ccccc3)c(=O)[nH]2)c1	-16.3%
45	CCn1c(=O)c2c(cc(C)n2C)n(CC(=O)Nc2ccc(C)cc2Cl)c1=O	-9.0%
46	Cc1c(C(=O)N(C)c2ccccc2)sc2nc3n(c(=O)c12)CCCCC3	16.5%
47	CCOc1ccccc1-c1nnc(SCc2ccc(Cl)cc2)o1	-28.4%
48	COc1ccc(CC(=O)N2CCC3(CC2)C(=O)NCN3C(=O)C2CCCC2)cc1	5.8%[115 µM]
49	Cc1nn(-c2nc3c(c(=O)n(Cc4c(F)cccc4Cl)c(=O)n3C)n2C)c(C)c1C	-2.1%
50	COCCCNC(=O)Cc1cccn1-c1ccc(F)cc1	-13.9%
51	CCC(C)NC(=O)c1ccc2c(c1)N=C(C)c1cc(C)ccc1S2 (stereo not given)	-27.4%
52	Cc1cccc(S(=O)(=O)N2C[C@H](c3nc(-c4cccnc4)no3)[C@@H](C)C2)c1	4.6%
53	CC1=C[C@@H](CNC(=O)c2cnccn2)[C@H](C(C)C)C[C@H]1Cc1nc2ccccc2[nH]1	-17.1%[86.2 µM]
54	O=C(O)C[C@@H]1CCN(C(=O)Nc2ccc(OC(F)(F)F)cc2)C[C@@H]1CCN1CCOCC1	-24.9%
55	O=C(c1cccs1)N1CCC(Oc2ncccc2C(=O)N2CCCCC2)C1 (stereo not given)	32.4%
56	COc1ccc(-c2ccc3c(c2)C(=O)N2C[C@@H](NS(=O)(=O)c4ccc(F)cc4)C[C@H]2C(=O)N3)c(OC)c1	35.5µM*
57	CCc1ccc(-n2c(=O)c3c4c(sc3n(CC(=O)N3CCCCC3CC)c2=O)CCC4)cc1 (stereo not given)	-8.8%
58	Cc1noc([C@@H]2CN(Cc3ccccc3C(F)(F)F)C[C@H]2CO)n1	-8.9%
59	CCCCCC1CCC(C2CCC(C(=O)O)CC2)CC1 (stereo not given)	-14.0%
60	CCN1C(=O)c2ccccc2Sc2ccc(NC(C)=O)cc21	15.3%[11.5 µM]

Continuation.
#	smiles	KDM5B inh
61	Cc1ccc(-c2nc(C#N)c(NCc3ccco3)o2)cc1	?
62	O=C(Nc1ccc(Cl)cc1)Nc1nc(-c2ccccc2O)cs1	-1.8%
63	CNc1nc(C(=O)NCc2ccc3[nH]c(-c4ccc(F)cc4)c(C)c3c2)cs1	5.62µM*
64	Cc1ccc(NC(C)C(=O)Nc2sccc2C#N)cc1 (stereo not given)	-2.1%
65	CC[N+](C)(CC)CC(C[N+](C)(CC)CC)OCc1ccccc1	5.7%
66	CC(C)c1ccc(C2Sc3ccccc3NC3=C2C(=O)c2ccccc23)cc1 (stereo not given)	?
67	CCc1ccc(NC(=O)CSC2=Nc3ccccc3C3=NC(CCC(=O)NCc4ccccc4OC)C(=O)N23)cc1 (stereo not given)	-2.3%
68	COc1ccc(CNC(=O)CN2CCC(c3nc4ccccc4s3)CC2)cc1	10.7%
69	Cc1ccc(NC(=O)C2CC(=O)N(c3n[nH]c4cccc(F)c34)C2)nc1 (stereo not given)	-1.2%
70	COc1cc(C2CC(=O)Nc3nc(-c4ccccc4)[nH]c(=O)c32)cc(OC)c1OC (stereo not given)	9.6%
71	Cc1ccc([N+](=O)[O-])cc1S(=O)(=O)N1CCCN(C)CC1	-4.0%
72	O=C(CCn1cccn1)NC1CC(=O)N(Cc2cccc3ccccc23)C1 (stereo not given)	-14.0%
73	O=C(c1ccn[nH]1)N1C[C@@H](COCC2CC2)[C@H](c2ccncc2)C1	14.3%
74	O=C(c1ccco1)N1CCCC(c2nc(CCOCC3CCOCC3)no2)C1 (stereo not given)	-8.7%
75	Cc1oc(-c2ccccc2)nc1C(=O)NCc1ccc(F)cc1	-13.4%
76	O=C(C1CC1)N1CCCN(S(=O)(=O)c2ccc3c(c2)OCCO3)c2ccccc21	0.7%
77	COc1cccc(CCC(=O)N2CCC3(CC2)N=C(c2ccc(C)cc2)NO3)c1	-1.1%
78	CCc1cc(=O)oc2cc(OC(C)C(=O)NCc3ccncc3)c(Cl)cc12 (stereo not given)	?
79	O=C(C1CCN(c2nc(-c3cccs3)nc3ccccc23)CC1)N1CCCCCC1	-14.5%
80	O=C(CCc1cccnc1)NCCc1ccccn1	17.4%
81	CC(C)c1nc2cc(NC3CCCCNC3=O)ccc2o1 (stereo not given)	?
82	CCOc1ccc2c(=O)c(Oc3cc(C)cc(C)c3)coc2c1	20.6%
83	Cc1ccc(NC(=O)N2CCN3CCCCC3C2)cc1F (stereo not given)	8.7%
84	O=C(NCC1(COc2cccnc2)C[C@@H](O)[C@@H](O)C1)c1cccnc1 (stereo not given in full)	-21.4%[86.2 µM]
85	Cc1nc(-c2c3n(c(=O)n(CC(=O)Nc4ccc(C)c(C)c4)c2=O)CCCCC3)no1	-19.1%
86	CCN(CC)CCNC(=O)CCc1c(C)nc2c(c(C)nn2-c2ccc(C)cc2)c1C	?
87	Fc1ccc(NC(=S)NCCc2ccccc2F)cc1	4.4%
88	CC(C)c1noc([C@@H]2C[C@H](NC(=O)Nc3ccccc3)CN2C)n1	-16.8%[86.2 µM]
89	O=C(c1cccc(F)c1)N1CCCC1c1nc(C2CCOCC2)no1 (stereo not given)	?
90	Cn1nc(C(=O)N2CCN(c3ccc(Cl)cc3)CC2)c2c1-c1ccccc1SC2	2.0%
91	Cc1ccccc1S(=O)(=O)N1CCC2(CC1)CC(CC(=O)N1CCCC1)CCO2 (stereo not given)	20.8%
92	Cc1ccc(C)c(N2CCN(C(=O)CCc3conc3-c3ccccc3F)CC2)c1	-6.6%
93	COCCCNC(=S)Nc1c(C)cc(C)cc1C	12.9%
94	CC(Cn1cccn1)NC(=O)c1ccc2c(c1)OCO2 (stereo not given)	-12.3%
95	O=C(CCC[C@H]1NC[C@@H]2C[C@H]1CN(Cc1ccccc1)C2)NCC1CC1	?
96	CCOc1ccc(-c2nnc(SCC(=O)NCCc3ccccc3)nc2-c2ccc(OCC)c(OC)c2)cc1OC	?
97	CN1C[C@@H](NC(=O)c2ccc(C(C)(C)C)cc2)C[C@H]1c1nc(-c2ccncc2)no1	5.3%[86.2 µM]
98	COc1ccc(-c2c(NC(=O)c3cccs3)oc3ccccc3c2=O)cc1OC	9.2%
99	COc1ccccc1N1CCN(C(=O)c2cnn(-c3ccc(F)cc3F)c2C2CCNCC2)CC1	?
100	O=C(Nc1ccccc1Br)c1cc(C2CC2)nn1-c1ccccc1	0.6%
101	Cc1noc(C(C)Sc2nc(C3CC3)nc3ccccc23)n1 (stereo not given)	3.3%
102	Brc1ccc(-c2nnn(Cc3ncc(-c4ccccc4)o3)n2)cc1	-11.3%
103	O=C(CC1CCCCC1)N1CCCC1c1nncn1Cc1ccncc1 (stereo not given)	40.4%[activator]
104	CCOC(=O)c1c(NC(=O)c2cc(=O)c3c(C)cc(C)cc3o2)sc(C(C)=O)c1C	11.9%
105	NC(=O)CO[C@@H]1CO[C@H]2[C@@H]1OC[C@@H]2NC(=O)Nc1ccccc1	-6.5%[86.2 µM]
106	Cc1ccc(C)c(-n2c(Cc3cc(=O)[nH]c(=O)[nH]3)nnc2SCC(=O)c2ccc(Cl)cc2)c1	3.2%
107	CC(=O)c1ccc(NC(=O)CSC2=NS(=O)(=O)c3ccc(C)cc3N2)cc1	?
108	CN(C)S(=O)(=O)N1CCC2(CCCN(CCCc3ccccc3)C2=O)C1 (stereo not given)	-6.8%
109	COc1ccc(C(=O)c2cn(CC(=O)Nc3ccc4c(c3)OCCO4)c3ccc(OC)cc3c2=O)cc1	2.1%
110	COC(=O)C1=C(C)NC(=O)CC1c1ccc(Cl)cc1Cl (stereo not given)	-4.1%
111	O=C(c1ccc(C(F)(F)F)cc1)N1CCC2(CC1)CN[S+](=O)([O-])c1ccccc1N2	-23.0%
112	COc1ccc(CNc2nc(-c3ccc(OC)cc3)cc(C(F)(F)F)n2)cc1	?
113	Fc1cccc(NCc2cccn2-c2nnc(N3CCOCC3)s2)c1	-9.1%
114	N#CC1(c2ccc(NC(=O)Cc3ccc(Br)cc3)cc2)CCCC1	3.3%
115	C=CCNC(=O)N[C@H]1CCN2C(=O)c3ccccc3NC(=O)[C@@H]2C1	?
116	CCCn1nc(NC(=O)c2cccc(Cl)c2)c2cc3cccc(C)c3nc21	-4.0%
117	O=C(Nc1cccc(C(F)(F)F)c1)c1cc(-c2ccc(Cl)s2)nc2ccccc12	?
118	COc1cc(OC)cc(C(=O)NC2CCN(c3cc(-c4ccccc4)[nH]n3)CC2)c1	?

Only part of the results is shown (hit frequency here may not be typical).
